# Compound activity from PubChem BioAssay.
# NCOA2 inhibitor: inhibits human steroid receptor coactivator 2 | actives 0.17% (n = 370,000) | HEK293 GAL4-SRC2 luciferase reporter, luminescence | Q15596 | inhibition, % at 9 µM;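 active = inhibition above the mean inhibition of all tested compounds plus 3 SD, set per campaign, cut at about 52% in these data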;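 also: 0% = DMSO treated cells and 100% = cells given Gossypol at 36 µM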
# C8 TRAIL sens: caspase-8 TRAIL sensitization | AID 624354 | actives 1% (n = 360,000) | NB7+C8 cells + TRAIL, ATPlite viability luminescence | inhibition (viability loss, TRAIL sensitization), % at 10 µM;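 active = compounds causing at least 50% loss of cell viability in the single-dose screen, relative to plate controls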
# SRC1 inh: human NCOA1 inhibition; Q15788; HEK293 GAL4-SRC1 luciferase reporter, luminescence; inhibition, % at 3.6 µM; actives 0.12% (n = 360,000); AID 588354;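 active = inhibition above the campaign mean plus 3 SD, with each screening campaign given its own cutoff, cut at about 60% in these data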;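 also: 0% = DMSO treated cells and 100% = gossypol at 36 µM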
# Target sequence (Q15788 whole entry, looked up, the tested form may be a part): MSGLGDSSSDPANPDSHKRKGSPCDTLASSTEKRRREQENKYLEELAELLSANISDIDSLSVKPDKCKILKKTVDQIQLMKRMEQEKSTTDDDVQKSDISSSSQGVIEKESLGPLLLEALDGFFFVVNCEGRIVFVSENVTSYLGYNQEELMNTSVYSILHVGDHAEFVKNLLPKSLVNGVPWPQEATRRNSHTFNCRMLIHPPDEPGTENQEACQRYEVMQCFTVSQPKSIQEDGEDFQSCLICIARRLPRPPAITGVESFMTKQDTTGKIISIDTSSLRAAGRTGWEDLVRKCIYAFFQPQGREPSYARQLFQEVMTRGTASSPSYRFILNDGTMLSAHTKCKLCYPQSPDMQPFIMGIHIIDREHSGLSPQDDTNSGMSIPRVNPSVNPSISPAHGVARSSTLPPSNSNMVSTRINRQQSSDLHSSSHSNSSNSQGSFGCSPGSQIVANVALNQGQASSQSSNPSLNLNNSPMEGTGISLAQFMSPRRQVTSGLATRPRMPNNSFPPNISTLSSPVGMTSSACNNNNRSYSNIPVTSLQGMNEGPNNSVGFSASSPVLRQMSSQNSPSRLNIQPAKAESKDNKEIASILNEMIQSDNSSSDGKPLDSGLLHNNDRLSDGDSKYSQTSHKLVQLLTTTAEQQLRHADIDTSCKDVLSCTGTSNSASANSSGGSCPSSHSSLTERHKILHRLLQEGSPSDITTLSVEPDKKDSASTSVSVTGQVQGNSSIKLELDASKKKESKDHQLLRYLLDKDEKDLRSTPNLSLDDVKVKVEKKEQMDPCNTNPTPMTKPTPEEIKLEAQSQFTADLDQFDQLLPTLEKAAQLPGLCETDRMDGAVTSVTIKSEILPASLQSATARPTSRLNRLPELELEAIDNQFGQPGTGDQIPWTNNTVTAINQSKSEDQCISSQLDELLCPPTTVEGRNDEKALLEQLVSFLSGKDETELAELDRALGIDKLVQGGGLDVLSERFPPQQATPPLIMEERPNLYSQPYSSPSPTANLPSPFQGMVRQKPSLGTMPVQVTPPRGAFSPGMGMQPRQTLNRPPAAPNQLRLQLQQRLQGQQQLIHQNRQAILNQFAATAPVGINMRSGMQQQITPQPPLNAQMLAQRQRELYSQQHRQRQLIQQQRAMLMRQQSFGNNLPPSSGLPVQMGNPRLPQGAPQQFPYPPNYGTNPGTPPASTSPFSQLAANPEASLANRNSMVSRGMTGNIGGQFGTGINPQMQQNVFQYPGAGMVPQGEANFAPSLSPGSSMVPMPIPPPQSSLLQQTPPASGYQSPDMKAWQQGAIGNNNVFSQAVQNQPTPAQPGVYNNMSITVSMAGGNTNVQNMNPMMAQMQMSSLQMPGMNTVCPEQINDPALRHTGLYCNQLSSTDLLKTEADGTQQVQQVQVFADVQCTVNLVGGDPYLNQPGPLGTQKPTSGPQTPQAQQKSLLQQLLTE
# NR2F2 inh: inhibitors of human COUP-TFII (NR2F2); P24468; HEK293T NGFI-A luciferase reporter, luminescence; inhibition, % at 8.6 µM; actives 0.7% (n = 370,000); AID 686940;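 active = inhibition above a per-plate cutoff, mean inhibition of test wells between control levels plus 3 SD, cut at about 38% in these data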;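 also: cells cotransfected with COUP-TFII expression vector driving the NGFI-A reporter; 0% = median of COUP-TF2 test wells and 100% = reporter-only cells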
# TROY signal inh: TROY signaling inhibition; Q293 LMP1-TROYcd NF-kB luciferase reporter, 4 h; inhibition, % at 10 µM; actives 0.98% (n = 360,000);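 active = compounds whose plate-normalised and pattern-corrected inhibition of the luciferase reporter signal at the single screening dose is 50% or more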
# LRH-1 inv ag: inverse agonists of human LRH-1 (NR5A2) | inhibition, % at 3.6 µM | O00482 | HEK293T StAR-luciferase reporter, LRH-1 transfected, 24 h | actives 0.13% (n = 360,000);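 active = inhibition above the mean inhibition of all tested compounds plus 3 SD, cut at about 73% in these data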;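 also: 0% = DMSO wells and 100% = reporter-only cells lacking LRH-1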
# TWEAK Fn14 block: inhibitors of TWEAK-Fn14 interaction signaling. TWEAK-stimulated Fn14 reporter cells, luciferase luminescence, 8 h. AID 1159606. actives 2% (n = 360,000). inhibition, % at 10 µM; in the data active = inhibition above about 50%
# CF NFkB inh: cystic fibrosis NF-kB activation inhibition. KKLEB NF-kB-GFP reporter, PAF-induced, GFP fluorescence overnight. inhibition, % at 5 µM. actives 0.86% (n = 360,000). AID 588850;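 active = at least 50% inhibition at 5 µM, scaled per plate between neutral and stimulator controls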;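 also: PAF is a Pseudomonas aeruginosa culture filtrate used as stimulus; plate controls were PAF-stimulated DMSO wells for no effect and unstimulated DMSO wells for full effect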
# KKLEB cytotox: reduces viability of KKLEB cystic fibrosis airway cells | KKLEB CF airway cells viability, ATPlite luminescence, overnight; hits give low values; cells stimulated with P. aeruginosa culture filtrate | activity change (cytotoxicity), % at 5 µM | actives 0.36% (n = 360,000);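 active = corrected activity change at or below -50% at 5 µM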
# LMP1 NFkB inh: reduces LMP1-driven NF-kappaB luciferase signal; LMP1-induced NF-kappaB luciferase reporter cells, luminescence; AID 504558; actives 0.69% (n = 350,000); inhibition, % at 12.5 µM; in the data active = inhibition above about 41%;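 also: 0% = neutral control wells and 100% = reference inhibitor control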
# SRC3 inh: inhibitors of human steroid receptor coactivator 3 (SRC3); AID 588352; Q9Y6Q9; inhibition, % at 3.6 µM; HEK293 GAL4-SRC3 luciferase reporter, luminescence; actives 0.17% (n = 360,000);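 active = inhibition above a per-campaign cutoff, the mean of all compounds plus 3 SD, cut at about 60% in these data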;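 also: 0% = DMSO-treated cells and 100% = gossypol-treated cells at 36 µM; higher means less SRC3-driven luciferase light from the GAL4 reporter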
# Active calls of the source: *; / = no result given.
SMILES,NCOA2 inhibitor,C8 TRAIL sens,SRC1 inh,NR2F2 inh,TROY signal inh,LRH-1 inv ag,TWEAK Fn14 block,CF NFkB inh,KKLEB cytotox,LMP1 NFkB inh,SRC3 inh
Cc1ccc(Cl)cc1N(CC(=O)NC(C)c1ccccc1)S(C)(=O)=O (stereo not drawn),19,6,0,-5,-6,-9,-1,-9,-4,-3,7
CCCOc1ccc(N2CC(C(=O)Nc3ncccc3C)CC2=O)cc1 (stereo not drawn),-8,-2,-2,1,-1,7,-18,0,5,-5,2
Cc1cc(C)nc(Sc2c(C)nn(-c3ccccc3)c2C)n1,-1,21,-12,-4,-4,-29,-14,-13,6,6,-3
Cn1nc(C(F)(F)F)c(C#N)c1N1CCN(c2ccccc2)CC1,36,5,41,24,30,0,41,25,-6,13,37
Cc1ccc(OCCOc2ccc(Cl)cc2Cl)c([N+](=O)[O-])n1,-29,2,-38,-7,-31,-47,-12,11,-6,-21,-26
COc1cccc(NC(=O)c2nnn(CCc3ccccc3)c2N)c1,-55,6,-90,-29,-41,-34,5,15,-12,-19,-40
COC(=O)C1=C(C)OC(N)=C(C#N)C1c1ccc(OC)c(CSc2ccccn2)c1 (stereo not drawn),-6,-9,-7,10,-4,12,5,0,-2,6,-4
C[C@H](CO)N1C[C@H](C)[C@@H](CN(C)S(C)(=O)=O)Oc2ccc(N(C)C)cc2C1=O,1,-8,5,-7,2,-5,-16,-13,-5,-11,8
Cc1ccc(Cn2c(SCCN3CCCCC3)nc3c2c(=O)n(C)c(=O)n3C)cc1,1,7,-2,-4,-7,-4,3,3,1,-3,-8
Cc1cc(-n2c(C)cc(C(=O)COC(=O)CN=C3NS(=O)(=O)c4ccccc43)c2C)no1,13,-33,9,-18,12,11,-3,4,-1,5,-4
Cc1cccc(NC(=O)Cn2cnc3ccc(S(=O)(=O)N4CCC(C)CC4)cc3c2=O)n1,3,-10,0,5,8,10,2,-2,-2,33,7
O=C(CSc1nnc(CNC(=O)c2c(F)cccc2F)o1)Nc1ccc2c(c1)OCCO2,-29,-9,9,-1,-18,52,13,-13,15,-8,2
Cc1nc(CS(=O)(=O)c2ccccn2)sc1C(=O)NNC(=O)c1ccccc1,1,2,2,4,-12,2,-1,-8,1,-5,13
CNC(=S)N(Cc1ccccc1)Cc1cccnc1,-3,-9,-7,14,-18,1,-15,7,-6,-11,23
C/C(CCC(C)C)=N\NS(=O)(=O)c1ccc(C)c([N+](=O)[O-])c1,-31,6,-11,0,-3,12,5,-2,7,4,8
Fc1cccc(C2CC(c3cccc(Br)c3)Nc3nnnn32)c1 (stereo not drawn),7,-5,-7,16,-7,3,4,1,9,-2,14
CCOC(=O)c1ccccc1NC(=O)COC(=O)CCCOc1ccccc1,-14,4,-4,-12,-12,15,0,-2,2,-6,-6
COCCNc1nc(NCCOc2ccccc2Cl)c2sc(-c3ccccc3)cc2n1,17,22,11,-14,-34,0,10,4,-5,/,-16
CCN(CC)S(=O)(=O)c1ccc(N2CCCCC2)c(NC(=O)/C(C#N)=C/c2ccc(OC)cc2)c1,-27,-1,0,6,-21,22,-12,19,-14,6,4
O=C1c2ccccc2-c2n[nH]c(=O)c3ccc(N4CCCCC4)c1c23,8,-9,-6,-25,-25,10,-26,-40,-4,-21,-20

# Sorted by value in CF NFkB inh (highest first): 3 of the compounds above
SMILES	CF NFkB inh
Cn1nc(C(F)(F)F)c(C#N)c1N1CCN(c2ccccc2)CC1	25
COc1cccc(NC(=O)c2nnn(CCc3ccccc3)c2N)c1	15
Cc1cccc(NC(=O)Cn2cnc3ccc(S(=O)(=O)N4CCC(C)CC4)cc3c2=O)n1	-2

# 5 entries drawn at random from the list so far:
SMILES,NCOA2 inhibitor,C8 TRAIL sens,SRC1 inh,NR2F2 inh,TROY signal inh,LRH-1 inv ag,TWEAK Fn14 block,CF NFkB inh,KKLEB cytotox,LMP1 NFkB inh,SRC3 inh
CCCOc1ccc(N2CC(C(=O)Nc3ncccc3C)CC2=O)cc1 (stereo not drawn),-8,-2,-2,1,-1,7,-18,0,5,-5,2
CCOC(=O)c1ccccc1NC(=O)COC(=O)CCCOc1ccccc1,-14,4,-4,-12,-12,15,0,-2,2,-6,-6
Cc1cccc(NC(=O)Cn2cnc3ccc(S(=O)(=O)N4CCC(C)CC4)cc3c2=O)n1,3,-10,0,5,8,10,2,-2,-2,33,7
Cc1ccc(Cl)cc1N(CC(=O)NC(C)c1ccccc1)S(C)(=O)=O (stereo not drawn),19,6,0,-5,-6,-9,-1,-9,-4,-3,7
Fc1cccc(C2CC(c3cccc(Br)c3)Nc3nnnn32)c1 (stereo not drawn),7,-5,-7,16,-7,3,4,1,9,-2,14

# Next part:
SMILES,NCOA2 inhibitor,C8 TRAIL sens,SRC1 inh,NR2F2 inh,TROY signal inh,LRH-1 inv ag,TWEAK Fn14 block,CF NFkB inh,KKLEB cytotox,LMP1 NFkB inh,SRC3 inh
COc1cccc(/C=N/n2c(SC)nnc2-c2ccccc2)c1O,-25,1,-18,1,12,21,18,-5,-8,-10,3
COc1ccc(CNc2nc3ccccc3n2CCN2CCCCC2)c(OC)c1,-20,25,-6,7,31,9,9,10,-11,7,-4
Cc1cnnc2c1-c1no[n+]([O-])c1CC2,4,8,-12,-14,-6,-1,-2,-6,17,-2,18
CCOc1ccc(CN(C(=O)c2cc3ccccc3oc2=O)C2CC2)cc1,25,-15,-14,-14,-10,-25,-18,11,-2,-9,-15
O=C(CN1CCN(c2ccccc2F)CC1)c1c[nH]c2ccccc12,1,15,3,-5,-12,16,4,7,-4,-7,-17
COc1ccc(C(=O)N2CCCC(C(=O)O)C2)c2ccccc12 (stereo not drawn),-7,-2,-3,0,-6,7,-4,9,2,1,3
CCCCn1c(N)c(N(CCOC)C(=O)CCNC(=O)c2ccc(Cl)cc2)c(=O)[nH]c1=O,21,-13,-32,1,-6,-15,-6,10,-29,0,15
COc1ccc(-c2nc(N3CCOCC3)nc3n[nH]c(N)c23)cc1,12,1,28,23,5,8,-17,69*,-26,14,28
O=C(OCC(=O)N1CCCCC1)c1cc(NS(=O)(=O)c2ccc(Cl)c([N+](=O)[O-])c2)ccc1O,-3,-4,-39,0,18,5,15,-15,6,-6,2
Cn1c(C(=O)N2CCN(c3cccc(C(F)(F)F)c3)CC2)cc2sccc21,3,-2,-11,-7,18,-11,-16,21,-10,-2,-10
Cc1cc(C)c2oc(-c3ccc(Cl)c(NC(=O)c4ccc(C#N)cc4F)c3)nc2c1,-36,21,-41,3,-43,-41,-58,11,-14,-90,-54
CCOC(=O)C1(C)CCCN1C(=O)c1cc(F)ccc1C (stereo not drawn),-2,9,-5,-11,-3,-1,5,-6,18,/,-6
COC(=O)c1ccc(CNC(=O)C2CCC(=O)N(CCc3ccccn3)C2)cc1 (stereo not drawn),17,-1,1,-17,3,4,1,0,6,0,6
O=C(CCl)Nc1ccccc1C(=O)c1ccccc1,1,-1,-1,0,6,44,3,9,-4,0,17
CCN(C(=O)COC(=O)c1cc(OC)c(OC)cc1[N+](=O)[O-])C1CCS(=O)(=O)C1 (stereo not drawn),-29,-7,-12,-23,15,-10,12,-12,-1,3,2
O=C1OC(Nc2cc(Br)cc3cccnc23)c2ccccc21 (stereo not drawn),19,-2,11,16,11,53,21,12,-4,6,21
Nc1nc(CN2CCc3ccccc3C2)nc(Nc2ccccc2)n1,-16,1,-3,-16,-14,0,-3,7,-11,4,21
Nc1ccc(C#Cc2ccc3oc4ccccc4c(=O)c3c2)cc1,-37,21,-92,-20,-92,-45,-21,-81,-2,9,-101
COCCN(CCOC)c1ncc(Cl)c(C(=O)c2c(C)cc3ccccn23)n1,17,-6,-8,-5,-9,25,1,18,-1,-1,-3
CCC(=O)n1nc(-c2ccco2)nc1SCc1ccccc1,-62,15,-26,-26,8,-25,-15,10,2,-4,-12
O=C(Nc1cccc(S(=O)(=O)NC2=NCCC2)c1)c1ccc(F)cc1F,10,-14,3,5,9,6,-11,-13,8,5,-7
CCN1CCN(c2ccc(S(=O)(=O)N3CCCCC3)cc2NC(=O)/C=C/c2ccc(OC(F)F)cc2)CC1,-20,56*,17,-19,1,6,-28,17,-17,3,-17
COC(=O)[C@@]1(C)[C@H]2C(=O)N(Cc3ccccc3)C(=O)[C@H]2[C@H]2CN=C(SCc3ccc(C)cc3)N21,-11,-2,-3,12,-7,4,12,8,2,-6,-8
COC(=O)c1cc2nc(-c3ccc(OC)c(OC)c3)cc(C(F)(F)F)n2n1,-7,-13,-21,9,-11,7,-9,12,-2,7,13
N/C(=N\C(=S)Nc1ccccc1)c1ccccc1,-59,-11,-135,-41,-61,-127,-5,-2,5,-53,-110
Cc1ccccc1NC(=O)CCCN1C(=O)C2CC=CCC2C1=O (stereo not drawn),-13,-23,-4,-22,-7,0,0,10,-3,2,-7
O=C(CCNC(=O)c1ccc([N+](=O)[O-])cc1)NCCc1ccc(Cl)cc1,-18,-7,-3,-5,-28,-8,-6,2,0,-4,-1
O=S(=O)(c1ccc(-n2cnnn2)cc1)N(C1CCCCC1)C1CCCCC1,-1,-13,6,-6,14,24,-23,-8,-21,-6,18
CCOC(=O)C1CCCN(C(=O)c2cnn3c(C(F)(F)F)cc(-c4ccccc4)nc23)C1 (stereo not drawn),-16,8,10,8,-12,25,-20,-18,8,-4,4
COc1ccc(OC)c(NC(=O)CN2C(=O)COc3ccc(C)cc32)c1,-29,2,13,4,25,4,-8,6,4,7,-21
Cc1ccnc(NC(=O)CNC(=O)c2ccc3c(c2)OCO3)c1,-57,-2,-33,-3,13,-40,-3,-1,-3,-2,0
CCn1c(SCc2ccc(C#N)cc2)nnc1-c1ccc(S(=O)(=O)N2CCCCC2)cc1,9,12,-10,8,18,3,21,-4,12,6,11
CC(C)CN(C(=O)COC(=O)C12CC3CC(CC(C3)C1)C2)c1c(N)n(Cc2ccccc2)c(=O)[nH]c1=O,5,8,-2,2,21,5,55*,7,-11,-8,15
Cc1ccc(C)c(NS(=O)(=O)c2ccc3[nH]c(=O)[nH]c3c2)c1,-1,-31,-9,10,15,-3,7,-14,8,-7,4

# An excerpt from above, reduced to TROY signal inh.
Compound	TROY signal inh
O=C(Nc1cccc(S(=O)(=O)NC2=NCCC2)c1)c1ccc(F)cc1F	9
CCN1CCN(c2ccc(S(=O)(=O)N3CCCCC3)cc2NC(=O)/C=C/c2ccc(OC(F)F)cc2)CC1	1
COC(=O)[C@@]1(C)[C@H]2C(=O)N(Cc3ccccc3)C(=O)[C@H]2[C@H]2CN=C(SCc3ccc(C)cc3)N21	-7
COC(=O)c1cc2nc(-c3ccc(OC)c(OC)c3)cc(C(F)(F)F)n2n1	-11
